CHT PAM = CHT positive allosteric modulators, primary screen, cell-based, membrane potential dye, choline EC20 | CHT-expressing cells; active compounds read high; LV-AA mutant CHT in HEK293 cells | AID 488977, 2010 | High affinity choline transporter 1 (Homo sapiens), Q9GZV3 | B-score at 10 µM | 310,000 tested, 0.49% active;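 active = initial fluorescence not abnormally high and integrated response B-score, plate-corrected, over 3 SD above library mean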
Target sequence (Q9GZV3 whole entry, looked up): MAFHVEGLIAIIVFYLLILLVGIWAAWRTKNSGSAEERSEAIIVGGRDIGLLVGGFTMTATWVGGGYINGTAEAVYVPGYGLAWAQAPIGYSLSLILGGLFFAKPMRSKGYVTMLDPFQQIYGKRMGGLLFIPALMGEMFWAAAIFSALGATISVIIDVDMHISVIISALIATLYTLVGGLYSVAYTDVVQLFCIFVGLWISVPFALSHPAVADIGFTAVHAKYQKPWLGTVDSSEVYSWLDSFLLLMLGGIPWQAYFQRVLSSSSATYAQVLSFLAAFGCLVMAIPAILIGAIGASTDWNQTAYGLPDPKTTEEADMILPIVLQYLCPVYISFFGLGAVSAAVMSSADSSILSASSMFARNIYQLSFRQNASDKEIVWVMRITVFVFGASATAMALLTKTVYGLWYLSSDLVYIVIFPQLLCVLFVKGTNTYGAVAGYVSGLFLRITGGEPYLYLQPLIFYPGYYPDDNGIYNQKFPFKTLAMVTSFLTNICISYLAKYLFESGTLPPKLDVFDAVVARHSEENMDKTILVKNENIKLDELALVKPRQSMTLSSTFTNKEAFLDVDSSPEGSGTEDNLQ
CHT block = inhibitors of human choline transporter CHT | CHT-expressing cells, membrane potential dye, choline response; active compounds read low | B-score at 10 µM | High affinity choline transporter 1 (Homo sapiens), Q9GZV3 | 310,000 tested, 0.86% active | AID 488975, 2010;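 active = B-score over 3 SD under the library average, and starting fluorescence ratio not unusually high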;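 also: choline stimulus applied at its EC90 after an EC20 pre-addition; B-score computed on integrated fluorescence ratio after choline addition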
Calls only.

Results for Cc1ccc(OCC(=O)NC(C)c2ccc(Cl)c(Cl)c2)c([N+](=O)[O-])n1 (centres undefined) ?
CHT PAM: inactive; CHT block: inactive

Results for CC1(c2ccccc2)NC(=O)N(CC(=O)N2CCOCC2)C1=O (centres undefined) ?
CHT PAM: inactive; CHT block: inactive

What do the screens show for `CC(C)=CCN1CCN(Cc2cnc(N3CCOCC3)s2)CC1CCO` (centres undefined)?
CHT PAM: inactive; CHT block: inactive

What do the screens show for `CC(=C\C(=O)O)/C(=C/c1ccc(C)o1)C(=O)O`?
CHT PAM: inactive; CHT block: inactive

What do the screens show for `CN1CCN(C(=O)CCc2nc3ccccc3c(=O)[nH]2)CC1`?
CHT PAM: inactive; CHT block: inactive

How did Nc1ccccc1C(=O)NNC1=C(C(=O)C(F)(F)F)CCC1 do in these assays?
CHT PAM: inactive; CHT block: inactive

Results for S=c1[nH]nc(COc2ccccc2)n1/N=C/c1cccc(Cl)c1Cl ?
CHT PAM: inactive; CHT block: inactive

How did COCCCNc1nc2ccccc2nc1NS(=O)(=O)c1ccc(C)cc1C do in these assays?
CHT PAM: inactive; CHT block: inactive

How did Cc1ccc(-c2nnc(-c3ccc(Br)cc3)o2)o1 do in these assays?
CHT PAM: inactive; CHT block: inactive

How did Cc1ccc(OCC(=O)NCC(=O)n2nc(C)cc2C)cc1 do in these assays?
CHT PAM: inactive; CHT block: inactive

What do the screens show for `COc1ccccc1NC(=O)CNC(=O)c1ccccc1`?
CHT PAM: inactive; CHT block: inactive

How did CCOC(=O)c1ccccc1OCc1cc(/C=N/NC(=O)c2cccnc2)ccc1OC do in these assays?
CHT PAM: inactive; CHT block: inactive

What do the screens show for `C=C(C)COc1ccc(-c2ncncc2Oc2ccc(OC)cc2)c(O)c1`?
CHT PAM: inactive; CHT block: inactive

Results for COc1ccc(NS(=O)(=O)c2cccc(Cl)c2Cl)cc1S(=O)(=O)N1CCCCC1 ?
CHT PAM: inactive; CHT block: inactive

How did CCSc1nnc(NC(=O)CSc2nncc(=O)n2N)s1 do in these assays?
CHT PAM: inactive; CHT block: inactive

Results for COC(=O)C1CC(O)CN1C(=O)c1ccco1 (centres undefined) ?
CHT PAM: inactive; CHT block: inactive

Results for CC(C)NC[C@H](O)c1ccc(O)c(O)c1 ?
CHT PAM: inactive; CHT block: inactive

How did COc1cccc(C(=O)NC(=S)Nc2nnn(C)n2)c1 do in these assays?
CHT PAM: inactive; CHT block: inactive

Results for O=C(O)CCC(=O)N1N=C(c2cccs2)CC1c1ccc(Br)cc1 (centres undefined) ?
CHT PAM: inactive; CHT block: inactive

How did NC1=NC(c2ccccc2C(F)(F)F)N(c2ccc(F)c(Cl)c2)C(N)=N1 (centres undefined) do in these assays?
CHT PAM: inactive; CHT block: inactive

Results for COc1ccc(OC)c(NC(=S)NC(=O)c2ccc(Br)o2)c1 ?
CHT PAM: inactive; CHT block: inactive

Results for COc1ccccc1NC(=O)c1ccccc1NC(=O)c1ccccc1C(=O)O ?
CHT PAM: inactive; CHT block: inactive

Results for Cc1ccc(C(=O)COC(=O)c2ccc3c(c2)C(=O)N(c2cccc4ncccc24)C3=O)cc1 ?
CHT PAM: inactive; CHT block: inactive

What do the screens show for `C/C(CC(=O)Nc1cc(Cl)ccc1Cl)=N\NC(=O)c1ccccc1Br`?
CHT PAM: inactive; CHT block: inactive

Results for CCCC1=C/C(=C/c2ccc(-c3ccccc3OC)o2)C(=O)O1 ?
CHT PAM: inactive; CHT block: inactive

How did Brc1ccccc1-c1nnc2sc(Cc3ccccc3)nn12 do in these assays?
CHT PAM: inactive; CHT block: inactive

What do the screens show for `COc1ccc(OC)c(-n2c(SCC(=O)Nc3cc(C)on3)nnc2-c2c[nH]c3ccccc23)c1`?
CHT PAM: inactive; CHT block: inactive

What do the screens show for `O=C(CN1CCOCC1)Nc1nc(-c2ccc(Cl)cc2)cs1`?
CHT PAM: inactive; CHT block: inactive

What do the screens show for `O=C1CN(C(=O)c2c(F)cccc2F)C(c2ccc(F)cc2)c2cc(Br)ccc2N1` (centres undefined)?
CHT PAM: inactive; CHT block: inactive

What do the screens show for `CCOC(=O)Cc1[nH]nc2c1C(Cc1ccccc1)C(C#N)=C(N)O2` (centres undefined)?
CHT PAM: inactive; CHT block: inactive

Results for CC(=O)c1cnn(-c2ccc(Cl)cc2)c1C ?
CHT PAM: inactive; CHT block: inactive

How did O=C(CSc1nc2c(sc3ccccc32)c(=O)n1CCCN1CCCC1)NCC1CCCO1 (centres undefined) do in these assays?
CHT PAM: inactive; CHT block: inactive

How did COc1ccccc1C1OC2=C(Nc3ccc([N+](=O)[O-])cc3N2)C1=O (centres undefined) do in these assays?
CHT PAM: inactive; CHT block: inactive

How did Cc1cc(Cl)ccc1OC(C)C(=O)NN1C(=O)c2ccccc2C1=O (centres undefined) do in these assays?
CHT PAM: inactive; CHT block: inactive

What do the screens show for `CC(C)(C)c1ccc(C(CC(=O)O)NC(=O)c2ccccc2F)cc1` (centres undefined)?
CHT PAM: inactive; CHT block: inactive

What do the screens show for `O=C(NCCN1CCNC1=O)C1CCC(=O)N(Cc2ccccc2F)C1` (centres undefined)?
CHT PAM: inactive; CHT block: inactive

How did O=C(CSc1nc2c(c(=O)n1-c1ccc(Cl)cc1)SCC2)NCC1CCCO1 (centres undefined) do in these assays?
CHT PAM: inactive; CHT block: inactive

Results for O=C(CCN1C(=O)C2C3C=CC(C3)C2C1=O)N1CCCCC1 (centres undefined) ?
CHT PAM: inactive; CHT block: inactive

What do the screens show for `O=C(Cc1cn2ccsc2n1)NCCc1ccc(F)cc1`?
CHT PAM: inactive; CHT block: inactive

What do the screens show for `COc1ccc(CCc2nnc(CCC(=O)NCC3CCCO3)o2)cc1` (centres undefined)?
CHT PAM: inactive; CHT block: inactive

What do the screens show for `Cc1cc(C)nc(N/N=C/c2c(CO)cnc(C)c2O)n1`?
CHT PAM: inactive; CHT block: inactive

What do the screens show for `O=C1Nc2ccccc2Nc2ncccc21`?
CHT PAM: inactive; CHT block: inactive

Results for CC(C)NC(=O)C(OC(=O)c1ccccc1)C(OC(=O)c1ccccc1)C(=O)O (centres undefined) ?
CHT PAM: inactive; CHT block: inactive

What do the screens show for `Cc1ccccc1CNS(=O)(=O)c1c(C(=O)N2CCCCC2)c(C)n(C)c1C`?
CHT PAM: inactive; CHT block: inactive

What do the screens show for `COc1ccc(N(C(=O)c2cccnc2)S(=O)(=O)c2cc(OC)ccc2OC)cc1`?
CHT PAM: inactive; CHT block: inactive

How did CC(C)OCCCNS(=O)(=O)c1ccc2ccccc2c1 do in these assays?
CHT PAM: inactive; CHT block: inactive

How did Cc1occc1-c1nnc(SCC(=O)N(C)CCC#N)n1N do in these assays?
CHT PAM: inactive; CHT block: inactive

How did Cc1cc(C)c2c(-n3cccc3)c(C(=O)O)sc2n1 do in these assays?
CHT PAM: inactive; CHT block: inactive

No new results follow: entries from further up.
How did O=C(CSc1nc2c(c(=O)n1-c1ccc(Cl)cc1)SCC2)NCC1CCCO1 (centres undefined) do in these assays?
CHT PAM: inactive; CHT block: inactive

Results for O=C(CCN1C(=O)C2C3C=CC(C3)C2C1=O)N1CCCCC1 (centres undefined) ?
CHT PAM: inactive; CHT block: inactive

What do the screens show for `O=C(Cc1cn2ccsc2n1)NCCc1ccc(F)cc1`?
CHT PAM: inactive; CHT block: inactive

What do the screens show for `COc1ccc(CCc2nnc(CCC(=O)NCC3CCCO3)o2)cc1` (centres undefined)?
CHT PAM: inactive; CHT block: inactive

What do the screens show for `Cc1cc(C)nc(N/N=C/c2c(CO)cnc(C)c2O)n1`?
CHT PAM: inactive; CHT block: inactive

What do the screens show for `O=C1Nc2ccccc2Nc2ncccc21`?
CHT PAM: inactive; CHT block: inactive

Results for CC(C)NC(=O)C(OC(=O)c1ccccc1)C(OC(=O)c1ccccc1)C(=O)O (centres undefined) ?
CHT PAM: inactive; CHT block: inactive

What do the screens show for `Cc1ccccc1CNS(=O)(=O)c1c(C(=O)N2CCCCC2)c(C)n(C)c1C`?
CHT PAM: inactive; CHT block: inactive

What do the screens show for `COc1ccc(N(C(=O)c2cccnc2)S(=O)(=O)c2cc(OC)ccc2OC)cc1`?
CHT PAM: inactive; CHT block: inactive

How did CC(C)OCCCNS(=O)(=O)c1ccc2ccccc2c1 do in these assays?
CHT PAM: inactive; CHT block: inactive

How did Cc1occc1-c1nnc(SCC(=O)N(C)CCC#N)n1N do in these assays?
CHT PAM: inactive; CHT block: inactive

How did Cc1cc(C)c2c(-n3cccc3)c(C(=O)O)sc2n1 do in these assays?
CHT PAM: inactive; CHT block: inactive

Next part
What do the screens show for `O=[N+]([O-])c1ccccc1CNC1CCCc2ccccc21` (centres undefined)?
CHT PAM: inactive; CHT block: inactive

How did O=C(CC1C(=O)NCCN1C1CCCC1)NCc1cccc(OC(F)(F)F)c1 (centres undefined) do in these assays?
CHT PAM: inactive; CHT block: inactive

How did O=C(NNC(=S)NCCCN1CCOCC1)c1ccncc1 do in these assays?
CHT PAM: inactive; CHT block: inactive

How did O=C(NCCc1ccc(Cl)cc1)c1ccc2c(c1)OCO2 do in these assays?
CHT PAM: inactive; CHT block: inactive

How did CCN1CCN(C(=O)C(NS(=O)(=O)c2ccc3nc(C)sc3c2)C(C)C)CC1 (centres undefined) do in these assays?
CHT PAM: inactive; CHT block: inactive

What do the screens show for `O=C(CSc1nc2ccc([N+](=O)[O-])cc2[nH]1)c1ccc2ccccc2c1`?
CHT PAM: inactive; CHT block: inactive

How did O=C(O)/C=C/C(=O)Nc1ccc(-n2ccc(C(F)(F)F)n2)cc1 do in these assays?
CHT PAM: inactive; CHT block: inactive

Results for O=C(CC1NC2CCCCC2NC1=O)Nc1cccc(C(F)(F)F)c1 (centres undefined) ?
CHT PAM: inactive; CHT block: inactive

Results for COC(=O)c1ccccc1NC(=O)CN1CCCCCC1 ?
CHT PAM: inactive; CHT block: inactive

What do the screens show for `CC(=O)Nc1ccc(S(=O)(=O)N2CCCC2C(=O)Nc2ccc3c(c2)OCCO3)cc1` (centres undefined)?
CHT PAM: inactive; CHT block: inactive

How did O=[N+]([O-])c1ccc(/C=N/NC(=S)Nc2ccccc2C(F)(F)F)o1 do in these assays?
CHT PAM: inactive; CHT block: inactive

What do the screens show for `Cc1ccc(C)c(NC(=O)c2sc(Cl)nc2-c2ccccc2)c1`?
CHT PAM: inactive; CHT block: inactive

How did CCCOc1ccc(/C=N/NC(=O)CSCc2ccc([N+](=O)[O-])cc2)cc1OCC do in these assays?
CHT PAM: inactive; CHT block: inactive

How did C=CCNC(=O)/C(=C\C=C\c1ccccc1)NC(=O)c1ccc(OCCCC)cc1 do in these assays?
CHT PAM: inactive; CHT block: inactive

Results for CC(NC(=O)/C(C#N)=C/c1ccc(N2CCOCC2)cc1)c1ccccc1 (centres undefined) ?
CHT PAM: inactive; CHT block: inactive

What do the screens show for `C=C(C)CC1Nc2ccccc2NC1CC(=C)C` (centres undefined)?
CHT PAM: inactive; CHT block: inactive

What do the screens show for `O=C(NCc1cccs1)N[C@@H](Cc1ccccc1)C(=O)O`?
CHT PAM: inactive; CHT block: inactive

Results for O=C(c1ccc(Cl)cc1)c1ccc(OCC(=O)N2CCOCC2)cc1 ?
CHT PAM: inactive; CHT block: inactive

How did Cc1c(C(=O)Oc2ccc(Cl)cc2)n(C)oc1=O do in these assays?
CHT PAM: inactive; CHT block: inactive

How did CCNC(=O)C(=O)NCCC1CCCCN1S(=O)(=O)c1cccs1 (centres undefined) do in these assays?
CHT PAM: inactive; CHT block: inactive

What do the screens show for `CC(=O)NCCCCCCNC(C)=O`?
CHT PAM: inactive; CHT block: inactive

What do the screens show for `CCCCOCCCNC(=O)CCCOc1ccccc1`?
CHT PAM: inactive; CHT block: inactive

What do the screens show for `Cc1ccc(S(=O)(=O)CC(=O)N2CC(C)OC(C)C2)cc1` (centres undefined)?
CHT PAM: inactive; CHT block: inactive

How did CCOc1ccc(C(C)=O)cc1Cn1c(=O)oc2ccccc21 do in these assays?
CHT PAM: inactive; CHT block: inactive

2 consecutive entries out of the list so far, for reference:
What do the screens show for `Cc1ccc(S(=O)(=O)CC(=O)N2CC(C)OC(C)C2)cc1` (centres undefined)?
CHT PAM: inactive; CHT block: inactive

How did CCOc1ccc(C(C)=O)cc1Cn1c(=O)oc2ccccc21 do in these assays?
CHT PAM: inactive; CHT block: inactive

Continued:
Results for Nc1ccc(S(=O)(=O)Nc2nccs2)cc1 ?
CHT PAM: inactive; CHT block: inactive

How did C=CCOc1c(Cl)cc(CNc2nccs2)cc1OC do in these assays?
CHT PAM: inactive; CHT block: inactive

Results for CCN(Cc1ccncc1)C(=O)C1CCC(=O)N(Cc2ccc(Cl)cc2)C1 (centres undefined) ?
CHT PAM: inactive; CHT block: inactive

Results for CCOc1ccc(NC(=O)C2C(c3ccccc3)C2(Cl)Cl)cc1 (centres undefined) ?
CHT PAM: inactive; CHT block: inactive

Results for C=C(C)[C@@H]1CC=C(CN2CCC(CCOC)(C(=O)OCC)CC2)CC1 ?
CHT PAM: inactive; CHT block: inactive

Results for CN(C(=O)COc1ccc(Cl)cc1Cl)c1nnc(C23CC4CC(CC(C4)C2)C3)s1 ?
CHT PAM: inactive; CHT block: inactive

How did O=C(COC(=O)c1ccccc1Br)Nc1cc(S(=O)(=O)N2CCOCC2)ccc1N1CCCC1 do in these assays?
CHT PAM: inactive; CHT block: inactive

What do the screens show for `CCOC(=O)C1(CC2CCCCO2)CCN(C(=O)Nc2ccc3c(c2)OCO3)CC1` (centres undefined)?
CHT PAM: inactive; CHT block: inactive

What do the screens show for `CC(C)c1ccc(N2CC(C(=O)Nc3nccs3)CC2=O)cc1` (centres undefined)?
CHT PAM: inactive; CHT block: inactive

How did Cn1c(SCC(=O)NCc2cccs2)nnc1-c1cccs1 do in these assays?
CHT PAM: inactive; CHT block: inactive

How did O=C(O)CC(SCC(=O)Nc1ccc(S(=O)(=O)N2CCCC2)cc1)C(=O)O (centres undefined) do in these assays?
CHT PAM: inactive; CHT block: inactive

Results for CN(C(=O)COC(=O)CCC(=O)c1ccc(Cl)cc1)c1c(N)n(Cc2ccccc2)c(=O)[nH]c1=O ?
CHT PAM: inactive; CHT block: inactive

Results for O=C(CN1C(=O)C2CCCCC2C1=O)N1CCN(c2ccc(F)cc2)CC1 (centres undefined) ?
CHT PAM: inactive; CHT block: inactive

Compound activity (PubChem BioAssay)
